Compound activity as filed in PubChem.
ATG4B inhibitor: blocks human ATG4B protease cleavage of LC3 substrate. Q9Y4P1. ATG4B cleavage of LC3-PLA2, NBD-HPC fluorescence, 1 h. inhibition, % at 8.33 µM. actives 0.51% (n = 340,000); in the data active = inhibition above about 40%
Target sequence (Q9Y4P1 whole entry, looked up): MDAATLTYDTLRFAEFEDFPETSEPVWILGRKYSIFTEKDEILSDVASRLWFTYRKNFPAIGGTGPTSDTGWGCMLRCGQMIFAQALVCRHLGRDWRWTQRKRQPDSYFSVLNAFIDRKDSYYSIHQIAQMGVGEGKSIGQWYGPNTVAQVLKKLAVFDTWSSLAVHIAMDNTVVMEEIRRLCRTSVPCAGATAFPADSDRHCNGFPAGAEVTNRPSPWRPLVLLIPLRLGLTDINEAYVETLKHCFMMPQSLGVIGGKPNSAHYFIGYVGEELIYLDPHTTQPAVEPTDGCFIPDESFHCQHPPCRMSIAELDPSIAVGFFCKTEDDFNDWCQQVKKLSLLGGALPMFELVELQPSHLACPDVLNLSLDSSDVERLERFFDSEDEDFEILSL
hIAP activ: human IAP activation; activation factor at 10 µM; purified human IAP, CDP-Star luminescence, 30 min; stronger effect = higher value; 1 = vehicle-only enzyme, 0 = enzyme-free background; actives 0.16% (n = 330,000); AID 2524; P09923;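 active = activation factor of the enzyme at least 2-fold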; also: the source names both 10 and 20 µM as test concentration; values of inactives mirror those of a sister screen read the other way
SENP1 inh: blocks the human SENP1 SUMO protease catalytic domain; Q9P0U3; recombinant SENP1 catalytic domain, CyPet-SUMO1-YPet FRET cleavage; inhibition, % at 10 µM; actives 0.21% (n = 360,000); AID 624204;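 active = inhibition at least 30% at 10 µM, raw YFP signal under a set limit, fluorescence ratio 0.5 to 1.5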;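 also: 0% = enzyme with DMSO and 100% = no enzyme wells; some results filed as inactive read as strong as hits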
Target sequence (Q9P0U3 419-644 limits assumed): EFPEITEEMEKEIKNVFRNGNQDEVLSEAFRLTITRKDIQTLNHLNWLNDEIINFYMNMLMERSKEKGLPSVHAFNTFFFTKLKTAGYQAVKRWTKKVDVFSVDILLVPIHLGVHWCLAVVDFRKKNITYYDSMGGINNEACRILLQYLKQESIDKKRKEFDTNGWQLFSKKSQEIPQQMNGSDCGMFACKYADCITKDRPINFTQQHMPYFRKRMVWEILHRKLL
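system = hSENP1 catalytic domain, recombinant | reagent = SFCypet-SUMO1-SFYpet substrate at 25 nM | doses = one dose per compound, 10 µM, 0.5% DMSO | incubation = enzyme reaction for 50 min at room temperature, dark | measured by = FRET, CFP and YFP emission | controls = no-enzyme low, enzyme-DMSO high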
MPTP inh: blocks calcium-induced mitochondrial swelling; isolated mouse mitochondria, Ca2+ swelling absorbance, 30 min; inhibition, % at 10 µM; actives 1.4% (n = 360,000); AID 602449;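 active = inhibition of 50% or more, scaled per plate between neutral and stimulator controls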;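 also: 0% = DMSO wells given calcium and 100% = 1 mM EGTA wells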
PfGluPho inh: PfG6PD (Plasmodium falciparum) enzyme inhibition; PfGluPho enzyme, NADPH resazurin-diaphorase fluorescence; inhibition, % at 20 µM; actives 0.78% (n = 350,000);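 active = inhibition reaching at least a set limit at 20 µM in the primary screen, cut at about 59% in these data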;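 also: 0% = DMSO wells with substrate and 100% = DMSO wells lacking glucose-6-phosphate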
SENP6 block: SENP6 protease inhibition; Q9GZR1; Recombinant SENP6 catalytic domain, aminoluciferin luminescence; inhibition, % at 10 µM; actives 1.8% (n = 330,000);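 active = inhibition above about 50% at the single tested dose, limit read from the data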;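 also: plate controls were DMSO wells with enzyme for no effect and DMSO wells lacking enzyme for full effect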
GRIN3A LBD mod: modulators (binders) of human NR3A ligand-binding domain. NR3A LBD differential scanning fluorimetry, Tm shift; 0% = protein alone, 100% = glycine-bound protein. Tm shift relative to glycine control, % at 25 µM. actives 2.5% (n = 340,000). AID 1259313;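 active = melting temperature shift of at least 10% of the positive control shift, at one fixed dose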
SENP8 inh: inhibitors of human SENP8 protease; recombinant SENP8, Nedd8 substrate fluorescence; inhibition, % at 20 µM; actives 0.64% (n = 360,000); in the data active = inhibition mostly above about 40%, no sharp cut-off; inactive = mostly below about 27%
Target sequence (Q96LD8 whole entry, looked up): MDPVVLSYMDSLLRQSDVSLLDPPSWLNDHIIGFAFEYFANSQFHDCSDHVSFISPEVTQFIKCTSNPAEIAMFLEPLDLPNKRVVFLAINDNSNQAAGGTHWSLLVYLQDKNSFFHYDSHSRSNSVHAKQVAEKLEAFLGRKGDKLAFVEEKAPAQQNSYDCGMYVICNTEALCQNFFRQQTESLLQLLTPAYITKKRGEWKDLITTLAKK
Starred values were filed as active, the others as inactive; i = inactive; / = not tested or not shown.

Start of the listing, in advance:
cpd	hIAP activ	PfGluPho inh	compound	SENP8 inh	ATG4B inhibitor	SENP1 inh	SENP6 block	GRIN3A LBD mod	MPTP inh
1	1	-3	CCCc1nnc(NC(=O)c2c(O)c3cccc4c3n(c2=O)CC4)s1	/	0	/	-18	4	/
2	/	10	COC(=O)NC1CC2C=CC1C1C=CC21 (configuration not stated)	11	/	2	/	/	-0.8
3	1	8	CC(C)CC(c1nnnn1Cc1ccco1)N1CCN(c2cccc(Cl)c2)CC1 (configuration not stated)	6	15	1	-23	0	0.9
4	1.1	-6	CCC(=O)n1nc(NCc2ccc(OC)c(OC)c2)nc1NCc1ccc(OC)c(OC)c1	12	-11	-1	3	-3	-0.3
5	0.84	1	CCN(CC)CCCNC(=O)c1oc2ccc(S(=O)(=O)N3CC(C)CC(C)C3)cc2c1C (configuration not stated)	10	-7	-1	-7	-3	-1.0
6	1	-2	COc1ccc(S(=O)(=O)N(CC(=O)NCc2ccco2)c2ccccc2OC)cc1	16	-6	-2	-13	1	1.7

The whole of this part (from the top)
cpd	hIAP activ	PfGluPho inh	compound	SENP8 inh	ATG4B inhibitor	SENP1 inh	SENP6 block	GRIN3A LBD mod	MPTP inh
1	1	-3	CCCc1nnc(NC(=O)c2c(O)c3cccc4c3n(c2=O)CC4)s1	/	0	/	-18	4	/
2	/	10	COC(=O)NC1CC2C=CC1C1C=CC21 (configuration not stated)	11	/	2	/	/	-0.8
3	1	8	CC(C)CC(c1nnnn1Cc1ccco1)N1CCN(c2cccc(Cl)c2)CC1 (configuration not stated)	6	15	1	-23	0	0.9
4	1.1	-6	CCC(=O)n1nc(NCc2ccc(OC)c(OC)c2)nc1NCc1ccc(OC)c(OC)c1	12	-11	-1	3	-3	-0.3
5	0.84	1	CCN(CC)CCCNC(=O)c1oc2ccc(S(=O)(=O)N3CC(C)CC(C)C3)cc2c1C (configuration not stated)	10	-7	-1	-7	-3	-1.0
6	1	-2	COc1ccc(S(=O)(=O)N(CC(=O)NCc2ccco2)c2ccccc2OC)cc1	16	-6	-2	-13	1	1.7
7	1.1	4	CN(Cc1ccc(F)cc1)C(=O)c1cccc(S(=O)(=O)N2CCN(c3ccccc3)CC2)c1	14	0	2	2	4	1.0
8	/	-4	CCC(=Nc1ccc(Cc2ccncc2)cc1)c1c(O)n(C)c(=O)n(C)c1=O	11	-6	1	/	-1	15
9	/	7	COc1ccc(C(C)=O)cc1OCc1ccccc1	8	/	-5	/	/	0.3
10	1.1	-14	Cc1nc(SCc2nc3ccccc3[nH]2)c2oc3ccccc3c2n1	12	9	-3	-12	-6	-0.5
11	0.94	44	O=[N+]([O-])c1ccc(O)c(C=Nc2ccc3c(c2)OCO3)c1	24	6	-1	9	-1	5.6
12	1	11	O=C(CC1CCCCC1)Nc1nc2ccccc2s1	9	7	0	4	3	7.1
13	1.1	15	O=S(=O)(c1ccc(-c2n[nH]c(=S)o2)cc1)N1CCCC1	-322	-3	-2	7	2	-0.4
14	/	-2	COc1ccc(Nc2nnc(SCC(=O)NC3CCCC3)s2)cc1	4	/	2	/	/	-0.6
15	0.9	-10	CC(C(=O)Nc1ccc(F)cc1Cl)N1CCN(S(=O)(=O)c2cccs2)CC1 (configuration not stated)	4	3	2	7	1	-0.5
16	1.2	-5	O=C(c1cscn1)N1CCCC(N2CCN(c3ccc(F)cc3)CC2)C1 (configuration not stated)	-7	1	2	-2	3	-0.9
17	1.4	-21	O=C(COc1ccc(Cl)cc1)NNC(=O)c1ccc2c(=O)n3c(nc2c1)CCC3	2	-1	1	-1	-1	-0.6
18	1.1	-17	COc1ccc(S(=O)(=O)NC2CCCC2)c(OC)c1	12	1	0	-15	-1	-1.1
19	1.1	15	CC1(C(=O)OCC(=O)Nc2nc(-c3ccc(F)c(F)c3)cs2)CC1(Cl)Cl (configuration not stated)	11	-3	-1	0	7	5.9
20	1	10	CCOc1ccc(N2CC(C(=O)Nc3cc(OCC)c(N4CCOCC4)cc3OCC)CC2=O)cc1 (configuration not stated)	16	-4	3	-13	0	0.3
21	1.1	3	Cc1ccccc1Nc1nc(N)nc(COC(=O)C2CCCCC2)n1	8	22	-2	5	-2	-1.3
22	0.91	-18	Cc1ccccc1-n1c(SCC(=O)O)nc2sc3c(c2c1=O)CCCC3	4	1	2	-19	-3	1.2
23	0.89	16	O=C(NC(=S)Nc1cc(C(F)(F)F)ccc1Cl)c1ccccc1	8	17	-1	20	-6	-1.7
24	0.94	4	Cc1ccc(-c2nc(-c3ccncc3)no2)cc1Cl	12	0	-1	30	-2	0.4
25	0.99	8	C=CCn1c(SCc2ccccc2)nc2scc(-c3ccc(C)o3)c2c1=O	-14	-5	0	12	2	0.2
26	1.1	-5	CC(C)N1CN(c2ccccc2)C(=S)N(c2ccccc2)C1	26	8	1	3	2	2.1
27	1	15	O=C(NCC(=O)N1CCN(c2ccccc2O)CC1)c1ccc2ccccc2c1	9	-7	0	-5	-2	1.2
28	1	0	CCN(CC(=O)Nc1ccc(NC(C)=O)cc1)C(=O)CCCOc1cccc(C)c1	-3	-10	2	5	-4	0.9
29	1	6	COc1ccc(C(=O)/C=C2/c3ccccc3CC(C)(C)N2C)cc1OC	28	-11	2	4	-2	-0.4
30	0.91	3	OCC1OC(n2cnc3c(NC4CCCCC4)ncnc32)C(O)C1O (configuration not stated)	16	-21	3	1	-1	-1.3
31	1	2	CCOC(=O)N1CCC(NC(=O)C2=C(C)C(=O)OC23CCC(C)CC3)CC1 (configuration not stated)	14	1	3	-4	-4	-1.4
32	0.94	15	Cc1cccc([C@@H]2[C@@H]3C(=O)N(Cc4ccccc4)C(=O)[C@@H]3[C@]3(Cc4ccc(Cl)cc4)C(=O)N(c4cccc(Cl)c4)C(=O)N23)c1	4	-10	0	-2	-4	1.3
33	1.1	7	Cn1c(CCNC(=O)c2ccco2)nc2cc(NS(=O)(=O)c3ccccc3)ccc21	6	2	0	-3	1	31
34	1.2	7	CCCCn1nc(NC(=O)COC)c2cc3ccc(C)cc3nc21	-282	7	-27	7	1	0.6
35	/	18	CC(C)NC(=O)N(C)C[C@H]1OCCCC[C@@H](C)Oc2ccc(NC(=O)C3CCCCC3)cc2C(=O)N([C@H](C)CO)C[C@@H]1C	-14	/	-3	/	/	0.1
36	1	-14	Cc1cc(C(=O)OCC(=O)Nc2sc3c(c2C#N)CCC(C)C3)c2ccccc2n1 (configuration not stated)	-5	0	-31	4	3	14
37	1	-10	CCOC(=O)N1CCN(C(=O)c2ccc3c(=O)n(CCc4ccccc4)c(=O)[nH]c3c2)CC1	-28	-8	3	-17	-2	0.4
38	0.87	-11	CCc1nnc(NC(=O)c2cccnc2)s1	6	8	1	-2	-6	0.3
39	1.1	-10	Cc1cc(OCCN2CCCC2)ccc1[N+](=O)[O-]	12	9	1	-1	-6	0.2
40	0.9	-17	CC/C(C)=N/NS(=O)(=O)c1ccc(C)c([N+](=O)[O-])c1	21	5	0	-13	0	0.2
41	1	8	CCOC(=O)N1CCN(C(=O)c2cccn3c(=O)c4cc(Cl)ccc4nc23)CC1	-304	-10	-25	-12	0	-1.6
42	1	2	CCOc1ccc(N2C(=O)CC(NCCNc3ccc([N+](=O)[O-])cn3)C2=O)cc1 (configuration not stated)	27	-6	0	14	2	0.8
43	0.95	5	Cc1ccc(/C=N\NC(=O)COc2ccc(C)cc2[N+](=O)[O-])cc1	0	4	2	-23	-2	2.6
44	0.94	-18	COc1ccc(C(=O)NCc2cccnc2)cc1S(=O)(=O)N1CCCc2ccccc21	10	2	-2	-3	3	4.3
45	1.3	-20	Cc1ccc(Cl)cc1NS(=O)(=O)c1cc2[nH]c(=O)c(=O)[nH]c2cc1C	-272	8	1	-10	-2	0.2
46	1.1	-30	Cc1nnc(SCC(=O)Nc2ccc(O)cc2)c2ccccc12	22	0	2	14	0	-0.1
47	1.1	-3	C[C@@H]1CN([C@@H](C)CO)C(=O)c2cccc(NC(=O)c3ccncc3)c2O[C@@H]1CN(C)Cc1ccc(-c2ccccc2)cc1	14	-4	3	26	-1	-0.6
48	1.1	6	Cc1cccc(C(=O)OCC(=O)c2cccc(Br)c2)c1O	-11	-1	1	-17	4	-0.2
49	1	-17	N#Cc1c(NC(=O)CSc2nc(N)cc(=O)[nH]2)sc2c1CCCCCC2	19	-8	1	-24	-6	83*
50	0.95	15	CN(C)CCCN(C(=O)COc1ccccc1)c1nc2ccc(F)cc2s1	29	-4	-2	-6	1	1.4
51	0.88	7	COc1ccc(-c2cc(C(=O)OCC(=O)N(C)C)c3ccccc3n2)cc1	i	-10	-10	-6	-24	-3.3
52	0.95	6	COc1ccc([C@@H]2[C@@H]3C(=O)N(C(C)(C)C)C(=O)[C@@H]3[C@]3(Cc4ccccc4)C(=O)N(c4ccc(C(F)(F)F)cc4)C(=O)N23)cc1	2	-5	0	7	-4	-0.2
53	1	13	CCCCCCCCC(=O)N/N=C(\C)c1cccnc1	13	-3	0	-1	-1	0.1
54	1.1	-4	COc1ccc(-c2nnc(SCC(=O)N3CCCc4ccccc43)o2)cc1OC	34	-3	3	-2	0	-15
55	/	-6	CCN(CC(=O)Nc1ccccc1OC)C(=O)COc1ccc(C#N)cc1	5	2	0	/	0	-0.6
56	1.1	-1	Oc1ccc(-c2nccc(-c3ccc(Cl)cc3Cl)n2)cc1	10	-4	2	-13	-9	0.8
57	1	-17	Cc1ccc(C(C(=O)NC(C)(C)C)N(C(=O)c2csnn2)c2ccccc2F)o1 (configuration not stated)	11	6	0	-1	2	0.2
58	/	13	COC(=O)c1nc(NC(=O)c2ccc(F)cc2)n[nH]1	26	-10	-1	/	-2	11
59	0.99	-3	COC(=O)n1ccc(C(=O)Nc2ccccc2F)n1	14	-10	2	8	-1	-1.2
60	1	6	COc1ccc(C(=O)C[n+]2ccc(-c3nnc4n3CCCCC4)cc2)cc1	-18	-6	-7	4	0	-1.9

(listing goes on)
cpd	hIAP activ	PfGluPho inh	compound	SENP8 inh	ATG4B inhibitor	SENP1 inh	SENP6 block	GRIN3A LBD mod	MPTP inh
61	1	21	NC(=S)N/N=C1\CCSc2ccc(Cl)cc21	-72	6	-2	-5	1	4.4
62	1	15	COC(=O)c1nc2ccc(N3CCOCC3)cc2c(C)c1C(=O)OC	-420	-9	-36	23	-2	1.3
63	1	-2	COc1ccccc1C(=O)NC1CCN(C(=S)NCCc2ccccc2)CC1	2	4	2	3	-2	-1.2
64	0.99	-4	COc1ccc(OC)c(C(O)c2coc3ccc(O)c(CN4CCOCC4)c23)c1 (configuration not stated)	8	-18	0	14	-1	-0.9
65	0.88	3	CC(C)(C)NC(=O)CN(C(=O)C1CSC(=O)C1)c1ccccc1F (configuration not stated)	-5	-1	2	1	0	0.8
66	1	-11	COc1ccccc1NC(=O)NNC(=O)c1ccc2c(c1)NC(=O)C(C)(C)O2	19	3	1	-2	-1	0.8
67	1	-11	COc1ccc(CC(=O)OC(C)CN2CCCC2)cc1 (configuration not stated)	2	8	0	-10	5	-0.3
68	1.3	24	CCc1ccccc1NS(=O)(=O)c1ccc2c(c1)C(C)(C)C(=O)N2C	6	1	-1	-9	2	-0.9
69	0.96	8	COc1ccc(CCNc2oc(-c3ccc(OC)c(OC)c3)nc2P(=O)(OC)OC)cc1OC	-380	-8	0	13	10	7.6
70	0.98	-1	O=C(CSc1n[nH]c(=O)n1C1CC1)Nc1ccc(Cl)cc1Cl	13	1	-1	-13	-2	-0.7
71	1	6	CCOc1cc(C(=S)N2CCC(O)CC2)ccc1OS(=O)(=O)c1ccc(Br)cc1	17	-19	2	1	-12	1.2
72	1	1	COc1cc(/C=N/NC(=O)Cc2csc(C)n2)ccc1OCC(C)C	-1	-1	-1	-5	-1	1.2
73	1.7	-8	O=C(NC(=S)NNC(=O)c1cccs1)c1ccc(Br)o1	19	-8	1	-31	-9	3.2
74	/	-24	O=C(O)CN1C(=O)C(=O)N(Cc2ccc(C(F)(F)F)cc2)C1=O	22	6	2	/	0	0.1
75	/	-27	Cc1c(C(=O)NNC(=O)c2ccccc2O)oc2ccc(Br)cc12	-30	27	-12	/	-3	0.0
76	0.86	-4	Cc1ccc(S(=O)(=O)NC(=O)c2ccc(-c3ccc(C)c4ccccc34)o2)cc1	-496	4	-2	3	-14	2.8
77	0.78	57	Cn1c(SCC(=O)N/N=C/c2cccs2)nc2ccccc21	10	-6	1	-2	2	-1.0
